Assay outcomes as filed in PubChem.
MDM2 E3 inh = MDM2-luciferase reporter signal enhancers, primary screen, MDM2 E3 ligase inhibitor project, cell-based, luminescence, 1536-well; E3 ubiquitin-protein ligase Mdm2 (Homo sapiens), Q00987; 210,000 compounds, 0.11% hits; signal enhancement, % at 5 µM; cell-based MDM2 ubiquitination luciferase reporter, 2 h; 0 = plate control, 100 = twice control, blank-subtracted; AID 1230, 2008;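 active = signal enhancement of 30% or more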;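 note: luminescence tracks abundance of the self-degrading MDM2-luciferase fusion protein; higher signal means inhibition of MDM2 E3 ligase activity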
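system = mammalian cells stably expressing self-ubiquitinating, self-degrading MDM2 E3–luciferase fusion | quantity = 2000 cells per well seeded | incubation = 4 h cell settling then 2 h compound exposure, 37 °C | signal = SteadyLite luminescence, 15 min reagent step | benchmarks = plate control and blank wells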
Wee1 degr inh = Wee1 degradation inhibitors, primary screen, cell-based, HeLa, Wee1K328M-luciferase, luminescence; reporter increase, % at 5 µM; HeLa Luc-Wee1K328M stability; 100% = proteasome inhibitor MG132 effect; Wee1-like protein kinase (Homo sapiens), P30291; AID 1321, 2008; 220,000 compounds, 1.2% hits;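 active = activation above the mean of all tested compounds plus 3 SD, set per screening run, cut at about 8.8% in these data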;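 note: cells exposed to compound for 20 h before luminescence read; 0% = DMSO alone and 100% = MG132 at 30 µM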
Rad51 HR inh = human RAD51 strand exchange inhibitors, primary screen, biochemical, fluorescence | 200,000 compounds, 0.085% hits | DNA repair protein RAD51 homolog 1 (Homo sapiens), Q06609 | hRad51 DNA strand exchange, fluorescence dequenching | inhibition, % at 10 µM;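 active = inhibition above 40% at the single screening dose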;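 note: 0% = DMSO control wells and 100% = blanks with heterologous ssDNA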
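Material: hRad51 filaments on single-stranded DNA; Reagent: Donor/quencher-labelled 47-bp dsDNA substrate; Compound: 10 µM final, single point; Schedule: 37 °C 15-min filament assembly, 30-min compound preincubation, 15-min exchange; Technique: FRET fluorescence, excitation 485 nm, emission 520 nm; Benchmarks: control wells and blank wells on each plate.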
FXIIa inh 1536 = human FXIIa protease inhibitors, primary screen, biochemical, 1536-well; purified FXIIa, Boc-QGR-AMC fluorogenic substrate, 2 h; inhibition, % at 5 µM; 220,000 compounds, 0.3% hits; in the data active = inhibition above about 40%;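 note: 0% = enzyme with no compound and 100% = blank without enzyme; many of its hits are not listed in these tables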
eIF4E 4G PPI = eIF4E–eIF4G protein interaction inhibitors, primary screen, biochemical, uHTS, TR-FRET, eIF4GI fragment | Eukaryotic translation initiation factor 4E (Mus musculus) + Eukaryotic translation … | TR-FRET eIF4E-eIF4GI(517-606) binding, 2 h | inhibition, % at 21.7 µM | 220,000 compounds, 0.37% hits | AID 782, 2007;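 active = inhibition above about 30%, limit read from the data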;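 note: 0% = full FRET control wells and 100% = background wells lacking eIF4GI fragment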
FXIa inh 1536 = human FXIa protease inhibitors, primary screen, biochemical, 1536-well; purified FXIa, Boc-Glu-Ala-Arg-AMC fluorogenic substrate; inhibition, % at 5 µM; 220,000 compounds, 0.14% hits; AID 798, 2007;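 active = inhibition of at least 40%; inactive = inhibition below 40%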;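 note: fluorescence of freed AMC excited at 355 nm; 0% = enzyme without compound and 100% = no enzyme blank; many of its hits are not listed in these tables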
Target sequence (P03951 19-387 limits assumed): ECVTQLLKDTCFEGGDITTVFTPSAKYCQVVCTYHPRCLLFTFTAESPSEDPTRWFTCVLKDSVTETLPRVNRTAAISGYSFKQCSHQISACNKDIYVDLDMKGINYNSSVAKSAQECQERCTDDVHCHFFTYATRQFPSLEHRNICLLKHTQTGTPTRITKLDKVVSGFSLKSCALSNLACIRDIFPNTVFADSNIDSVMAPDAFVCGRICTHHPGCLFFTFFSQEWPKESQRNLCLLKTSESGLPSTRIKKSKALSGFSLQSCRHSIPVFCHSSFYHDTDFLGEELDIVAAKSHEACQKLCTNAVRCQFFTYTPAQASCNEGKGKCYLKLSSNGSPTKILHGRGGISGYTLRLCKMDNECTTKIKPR
Target sequence (P03951 388-625 limits assumed): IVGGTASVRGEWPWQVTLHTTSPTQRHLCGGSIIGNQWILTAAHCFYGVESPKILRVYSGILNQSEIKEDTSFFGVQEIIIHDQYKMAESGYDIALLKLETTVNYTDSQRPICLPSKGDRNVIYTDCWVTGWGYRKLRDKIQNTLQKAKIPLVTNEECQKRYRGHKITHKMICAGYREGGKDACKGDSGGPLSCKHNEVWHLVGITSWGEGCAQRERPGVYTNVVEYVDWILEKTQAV
hK5 inh = human KLK5 protease inhibitors, primary screen, biochemical, 1536-well | 210,000 compounds, 0.59% hits | recombinant hK5, fluorogenic AMC substrate cleavage | inhibition, % at 5 µM | Kallikrein-5 (Homo sapiens), Q9Y337;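 active = inhibition of 40% or more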;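 note: 0% = enzyme controls without compound and 100% = no-enzyme blanks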
Target sequence (Q9Y337 67-293 limits assumed): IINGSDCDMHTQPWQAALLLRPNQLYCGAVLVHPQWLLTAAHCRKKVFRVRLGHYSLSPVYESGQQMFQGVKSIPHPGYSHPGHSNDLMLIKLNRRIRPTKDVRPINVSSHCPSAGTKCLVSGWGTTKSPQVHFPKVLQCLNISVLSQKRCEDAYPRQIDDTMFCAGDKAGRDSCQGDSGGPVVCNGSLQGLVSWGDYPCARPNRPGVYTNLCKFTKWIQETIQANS
14-3-3 Bad inh = inhibitors of 14-3-3 zeta/Bad binding, primary screen, biochemical, TR-FRET, bovine 14-3-3 zeta; 14-3-3 protein zeta/delta (Bos taurus), P63103; TR-FRET 14-3-3zeta/Dy647-pBad peptide displacement, 1 h; inhibition, % at 21.7 µM; 220,000 compounds, 0.71% hits; AID 781, 2007;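 active = inhibition above about 70%, limit read from the data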;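 note: 0% = full 14-3-3 plus peptide FRET controls and 100% = background without 14-3-3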
Target sequence (P63103 whole entry, looked up): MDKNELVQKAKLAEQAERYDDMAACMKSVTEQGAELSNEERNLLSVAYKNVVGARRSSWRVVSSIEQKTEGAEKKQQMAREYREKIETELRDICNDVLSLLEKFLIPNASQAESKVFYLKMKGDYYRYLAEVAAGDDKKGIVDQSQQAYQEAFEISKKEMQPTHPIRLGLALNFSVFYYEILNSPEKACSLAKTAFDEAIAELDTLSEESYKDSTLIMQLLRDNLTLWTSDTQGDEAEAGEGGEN
p97 ATPase inh = inhibitors of human p97 ATPase, primary screen, biochemical; recombinant p97 ATPase, Kinase-Glo ATP luminescence, 3 h; inhibition, % at 8 µM; 220,000 compounds, 0.42% hits; in the data active = inhibition above about 15%;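 note: 0% = DMSO vehicle and 100% = wells lacking enzyme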
* = called active by the depositor; x = not tested or not shown; [ ] = another dose, or the depositor's remark.

mol,MDM2 E3 inh,Wee1 degr inh,Rad51 HR inh,FXIIa inh 1536,eIF4E 4G PPI,FXIa inh 1536,hK5 inh,14-3-3 Bad inh,p97 ATPase inh
CC1=C(C#N)C(=O)NC(=O)/C1=C/c1ccc(-c2ccc(S(N)(=O)=O)cc2)o1,-5,-1,-2,9,15,3,4,18,9
COc1ccc2cc3cc(C(=O)Nc4ccc5c(c4)OCCO5)oc3nc2c1,-4,-1,-5,5,4[fluorescence artefact?],-3,-6,65[fluorescence artefact?],1
Nc1ccc2c(c1)C(=O)N(CCCC(=O)O)C2=O,-17,-2,0,0,-1,-8,-28,8,7
CCOc1cc(C)c(C(C)C)cc1S(=O)(=O)N1CCOCC1,-13,-1,8,-4,1,-4,13,-1,-1
Cc1c(C(=O)NC(C)C)c(-c2ccccc2)nn1-c1ccccc1,-10,1,22,27,0[fluorescence artefact?],13,-2,11[fluorescence artefact?],-3
CN(C)CCNC(=O)c1ccc2c(c1)N(Cc1ccc(F)cc1)CCS2,-9,-1,-2,9,-5,1,-88,-5,-2
COc1ccc(NC(=S)NNC(=O)c2nnn(-c3ccccc3)c2C)cc1,4,-1,7,14,11,10,-67,-8,4
CN1CCN(CCCNC(=O)C2CCN(c3nnc(-n4cccc4)s3)CC2)CC1,-23,-1,x,13,7,0,-6,-15[fluorescence artefact?],-2

2 of the compounds above, field by field:
COc1ccc(NC(=S)NNC(=O)c2nnn(-c3ccccc3)c2C)cc1
  MDM2 E3 inh: 4 | Wee1 degr inh: -1 | Rad51 HR inh: 7 | FXIIa inh 1536: 14 | eIF4E 4G PPI: 11 | FXIa inh 1536: 10 | hK5 inh: -67 | 14-3-3 Bad inh: -8 | p97 ATPase inh: 4

CN(C)CCNC(=O)c1ccc2c(c1)N(Cc1ccc(F)cc1)CCS2
  MDM2 E3 inh: -9 | Wee1 degr inh: -1 | Rad51 HR inh: -2 | FXIIa inh 1536: 9 | eIF4E 4G PPI: -5 | FXIa inh 1536: 1 | hK5 inh: -88 | 14-3-3 Bad inh: -5 | p97 ATPase inh: -2

Continuation.
mol,MDM2 E3 inh,Wee1 degr inh,Rad51 HR inh,FXIIa inh 1536,eIF4E 4G PPI,FXIa inh 1536,hK5 inh,14-3-3 Bad inh,p97 ATPase inh
Cc1ccc(C(=O)Nc2ccc(C(=O)/C=C/c3cccs3)cc2)cc1,-26,-1,-4,15,2[fluorescence artefact?],1,-3,15,-1
CCOC(=O)Cn1cc(/C=N/N2C(=O)C3C4C=CC(C4)C3C2=O)c2ccccc21 (stereo not drawn),-2,-1,2,9,1,2,1,2,-4
CN(Cc1ccccc1)C(=O)c1nc2ccccn2c1CNCCn1cccn1,-5,1,6,3,3,-5,x,-11,1
CC(=O)c1ccc2c(c1)C1C=CCC1C(c1ccncc1)N2 (stereo not drawn),-6,2,-6,13,-9[fluorescence artefact?],6,-6,-6[fluorescence artefact?],6
O=S1(=O)CCN2N=C(C34CC5CC(CC(C5)C3)C4)SC2=N1,-8,-1,x,3,-4,-8,-4,-1,-1
O=C(Nc1nccs1)c1cc(S(=O)(=O)N2CCOCC2)c(Cl)cc1Cl,1,0,6,10,-6,-1,-4,-4,5
COc1ccc(NC(=O)C(c2ccccn2)N(C(C)=O)c2ccc(C)cc2)cc1 (stereo not drawn),-8,-2,-6,12,13,5,-23,-24,2
S=C(NCc1ccccc1)NNc1ccccc1,-46,-1,x,6,-6,-1,17,-9,0
COc1cc(CNCCN2CCOCC2)ccc1OCc1ccc(Cl)cc1Cl,-2,-1,6,13,4,2,-23,63,0
COc1ccc(C(=O)COC(=O)C(CCCCN2C(=O)C3C4C=CC(C4)C3C2=O)N2C(=O)C3C4C=CC(C4)C3C2=O)cc1 (stereo not drawn),-9,-2,0,24,3,19,-5,-4[fluorescence artefact?],-7
O=C(Nc1ccc(F)cc1)Nc1cc(S(=O)(=O)N2CCOCC2)ccc1N1CCCC1,-9,0,8,10,1,0,1,-23,2
COc1ccc(CNC(=O)c2noc(C(C)C)c2[N+](=O)[O-])cc1,-6,1,3,7,3,-7,-15,3[fluorescence artefact?],0
CC(=O)NCc1c(Cl)cccc1-n1cccc1,-17,-1,6,6,3,-6,-29,2,5
Nc1nc(-c2ccc(Br)cc2)c(S(=O)(=O)c2ccccc2)s1,13,-1,9,6,20,5,-13,0,3
COC(=O)/C=c1/s/c(=C(\C#N)C(=O)NCc2ccco2)n(-c2ccc(C)cc2)c1=O,-21,1,-23,17,0,22,-7,-2,4
COc1ccc(/C=N/NC(=O)Cn2ccnc2C)cc1OC,-25,-2,13,6,-5,-5,-1,0,18*
Clc1ccc(-c2nnc3n2CCCCS3)cc1,-8,-2,x,13,-9,5,-6,8,10
CCOc1cccc2cc(C(C)=O)oc12,-2,0,6,5,0,-4,-9,-21,2
CC(=O)NCCn1c(SCC#N)nc2ccccc2c1=O,-33,3,-7,18,2,8,-19,-1,8
Oc1ccc(CCc2n[nH]c(=S)n2-c2ccc(F)cc2)cc1,-2,-2,4,10,6,3,0,-18,7
COC(=O)c1ccc(NS(=O)(=O)c2cccc3cccnc23)cc1,-28,2,-3,17,-5,8,-4,-5,-1
COc1cc(C2C(C#N)=C(N)Oc3n[nH]c(-c4cccnc4)c32)cc(Br)c1O (stereo not drawn),-6,-2,-9,5,-2,3,-2,-5,4
Cc1ccc(OC(=O)c2cccc(S(=O)(=O)N3CCCC3)c2)c(-n2nc3ccccc3n2)c1,0,2,x,14,1,6,2,-16,7
CC1=C(CC(=O)O)c2cc(F)ccc2/C1=C\c1ccc(S(C)=O)cc1 (stereo not drawn),13,x,9,7,-17,2,3,-5,x
CN(C)CCOc1ccc(Cl)cc1C(C)(C)C,-12,0,-6,4,1,-5,1,24,-5
O=C(Cn1nc(-c2ccccc2)c2ccccc2c1=O)Nc1cccnc1,-11,1,-4,4,5,6,-34,1,1
CS(=O)(=O)N1CCN(C(=O)c2ccccc2F)CC1,-28,-1,1,8,-2,8,116*,5,3
NS(=O)(=O)c1ccc(NC(=O)Cc2c(F)cccc2Cl)cc1,0,-3,5,9,4,11,12,-9,9
CCCCC(=O)Nc1nc(C)c(-c2csc(Nc3cc(OC)ccc3OC)n2)s1,-7,-3,-14,0,7,-4,x,39,3
COc1ccc(CC(=O)Nc2cc(S(=O)(=O)N3CCCCC3)ccc2N2CCN(C)CC2)cc1,-37,0,1,26,7,23,-9,17[fluorescence artefact?],-2
COc1cc(CCC(=O)Nc2ccc(S(=O)(=O)NC3=NCCCCC3)cc2)cc(OC)c1OC,3,-2,-7,4,2,-1,-1,6,4
COC(=O)c1c(-c2cccc(OC)c2)csc1N,-9,-4,2,15,-6,6,-10,-2,3
COCCCNc1nc2ccccc2[nH]c1=O,1,-4,-19,10,2,0,-5,4,5
OCCCNc1nccc(-c2cc(Nc3cccc(Cl)c3)ncn2)n1,-35,x,-1,5,-1,-1,-2,-8,x
COC(=O)c1ccc([C@@H]2C[C@H]3CN(Cc4cccnc4)C(=O)[C@]34CCCN24)cc1,-1,-2,5,12,3,0,4,2,-1
CCOc1cc(CNc2ccc(N3CCCCC3)cc2)cc(Br)c1OCC(=O)NC(C)(C)C,-6,1,6,11,-1[fluorescence artefact?],13,-7,-2,5
CCN(CC)c1ccc2c(c1)oc(=O)c1c(Cl)cc(=O)oc12,-12,2,-417,-7,6,0,-2,1,7
CCc1nnc(NC(=O)CSc2nc3cccnc3n2C2CCCCC2)s1,-4,0,-1,17,-12,3,-3,3,-1
CCc1ccc(/C=C(\Cl)c2nc3cc(Cl)ccc3c(=O)[nH]2)cc1,-13,-2,2,12,-6[fluorescence artefact?],2,1,5,9
CNc1ccc(/C=C(\C#N)c2ccccn2)cc1[N+](=O)[O-],-7,0,-12,7,-3,0,12,44,-3
O=C(NCc1ccc(Cl)cc1)c1n[nH]c([N+](=O)[O-])c1Cl,-36,-2,1,11,-2,16,13,-12,8
COc1ccc(CC(=O)OCc2cc(=O)n3cc(Br)ccc3n2)cc1OC,-11,-3,7,8,-5,7,-1,-3,6
CCn1c(CSc2nc3ccccc3s2)nnc1SCC(=O)c1ccc(O)cc1O,-19,0,5,1,2,-8,8,0,5
Cn1nnnc1SCC(=O)c1ccc(Br)s1,-10,3,-3,12,-3,0,2,6,3
C[N+]1(C)CC2([N+](=O)[O-])CC=C(Oc3ccccc3)C([N+](=O)[O-])(C2)C1 (stereo not drawn),-9,-1,3,10,15,5,0,12,1
Cn1c(=O)c2c(nc(SCCN3CCCCC3)n2C)n(C)c1=O,-4,2,11,11,1,-1,-10,1,2
C=CCOc1ccccc1C1C2=C(CC(C)(C)CC2=O)Nc2c1c(=O)n(C)c(=O)n2C (stereo not drawn),8,6,x,15,-2,1,-27,-8[fluorescence artefact?],3
CCC(CO)NCc1ccc2c(c1)n(C)c(=O)n2C (stereo not drawn),-21,-2,-7,11,-14[fluorescence artefact?],-3,-20,-6,5
CC1CCN(S(=O)(=O)N2CCC(C(=O)NCc3cccs3)CC2)CC1,-17,0,-9,9,4,4,11,4,-1
C/C=C/C(=O)Nc1nnc(-c2ccccc2C)s1,-4,-1,-1,11,-3,1,5,-1,7
COc1ccc(-c2cc(C(F)(F)F)n3nc(C(=O)N4CCOCC4)nc3n2)cc1,-11,5,-7,9,-3[fluorescence artefact?],1,-3,-4,3
CCCc1nc2sc3c(=O)[nH]cnc3c2c2c1CCCC2,-7,0,7,1,-2,-10,-1,-1,8
COc1ccc(NC(=S)NCc2cccnc2)cc1,-15,2,x,-1,1,-6,x,1,-2
CCOc1ccc(Nc2nnc(SCc3nc4ccccc4c(=O)[nH]3)s2)cc1,x,5,-16,10,-10,0,5,11,-1
COc1c(C)cc(C(=O)C2CCCN(C(=O)C3=C(C)OCCO3)C2)cc1C (stereo not drawn),-16,-1,x,3,19,-5,x,-2,-1
CC(C)(C)NC(=O)/C(=C\c1ccc(Br)cc1)NC(=O)c1cccs1,-5,3,-5,11,1,3,0,9,3

The list continues:
mol,MDM2 E3 inh,Wee1 degr inh,Rad51 HR inh,FXIIa inh 1536,eIF4E 4G PPI,FXIa inh 1536,hK5 inh,14-3-3 Bad inh,p97 ATPase inh
Cc1cccc(NCCC#N)c1,-2,-2,32,9,4,7,0,1[fluorescence artefact?],-7
O=C1CSC(c2cn(-c3ccccc3)nc2-c2cccs2)N1Cc1ccccc1 (stereo not drawn),-14,6,x,12,-4,-1,22,0,2
N#CCC(CNc1ncc(C(F)(F)F)cc1Cl)OC(=O)c1cccc([N+](=O)[O-])c1 (stereo not drawn),-14,1,-2,5,-2,3,-20,3,-3
S=c1[nH]nc(-c2ccco2)n1-c1cccc2ccccc12,-10,0,3,-15,-5,-18,-15,-18[fluorescence artefact?],3
